Screening results: PubChem BioAssay, several laboratories
Hsp70 activator: Hsp70 transcriptional activators, primary screen, cell-based, HeLa, Hsp70 promoter luciferase, luminescence, 10 µM; HeLa Hsp70 promoter luciferase reporter; scaled: vehicle 0, proteasome-inhibitor control 100%; activation, % at 10 µM; 200,000 compounds, 0.04% hits; AID 1203, 2008;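 active = activation above the mean across all tested compounds plus 3 SD, cutoff set per campaign, cut at about 5.5% in these data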;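 also: 100% = MG132 at 30 µM as the positive control and 0% = DMSO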
NF-kB neuron act: activators of NF-kB expression in neurons, primary screen, cell-based, HTS; 190,000 compounds, 1.6% hits; AID 1239, 2008; human neuronal cells, NF-kB reporter expression; stronger effect = higher value; fold change at 12.5 µM; in the data active = fold change above about 3.3
Efa HMGR inh: inhibitors of E. faecalis class II HMGR, primary screen, biochemical, Enterococcus faecalis | HMG-CoA reductase (Enterococcus faecalis, mvaE) | purified E. faecalis HMGR, NADPH absorbance 340 nm kinetic | inhibition, % at 10 µM | 190,000 compounds, 0.41% hits | AID 1066, 2008;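 active = inhibition above a set limit, the median over all tested compounds plus 3 SD, cut at about 9.5% in these data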;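 also: enzyme runs in reverse so mevalonate oxidation gives rising NADPH absorbance; 0% = complete reaction with DMSO and 100% = background rate lacking mevalonate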
STAT1 activator: STAT1 signaling activators, primary screen, cell-based, HTS, luciferase reporter; activation (% of control), % at 5.5 µM; 200,000 compounds, 2.6% hits; NIH 3T3 STAT1-luciferase reporter, IFN-gamma, luminescence; 100% = IFN-gamma alone, no compound;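 active = activation above the screen-wide mean activation plus 3 SD, cut at about 130% in these data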;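 also: raw ratio to IFN-gamma control signal so 100% means no change and 0% no light; values of inactives mirror those of a sister screen read the other way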
Redox H2O2 prof: compounds producing H2O2 with reducing agent – biochemical, NIH compound library profiling, artefact control for MLSCN library redox annotation, primary screen; activation, % at 10 µM; AID 878, 2007; DTT-dependent redox cycling H2O2, phenol red/HRP absorbance; 100% = 100 µM peroxide control, 0% = buffer; 200,000 compounds, 0.03% hits;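 active = activation of at least 50% relative to the plate's high and low controls in the primary single-dose screen; inactive = activation below 50%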;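 also: compound incubated with DTT at 0.8 mM final as the reducing agent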
APP transl inh: inhibitors of APP translation via 5'UTR reporter, primary screen, APP 5'UTR luciferase, SH-SY5Y cells; SH-SY5Y APP 5'UTR-luciferase reporter, luminescence; inhibition, % at 2 µM; 190,000 compounds, 0.82% hits; AID 1285, 2008;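 active = inhibition above a set limit, derived from the sample mean plus 3 SD, cut at about 45% in these data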; also: values of inactives mirror those of a sister screen read the other way
G6PDH counter: L. mesenteroides G6PDH inhibitors, counter-screen for G6PDH-coupled screening assays, biochemical, Leuconostoc mesenteroides enzyme; glucose-6-phosphate dehydrogenase [Leuconostoc mesenteroides]; Purified L. mesenteroides G6PDH, diaphorase/resazurin coupled fluorescence, 45 min; inhibition, % at 5 µM; 200,000 compounds, 0.12% hits; AID 1020, 2008; in the data active = inhibition above about 50%
FLuc stim CS: FLuc activators, initial screening, artefact control for FLuc-dependent activation tests, biochemical, ATPlite luminescence. ATPlite luciferase biochemical, 10 min; 0 = ATP-free wells, 1 = DMSO control. activation factor at 10 µM. 200,000 tested, under 10 active;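 active = luciferase activation factor, scaled between plate controls, of at least 2 with compound at 10 µM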
Target sequence (P08659 whole entry, looked up): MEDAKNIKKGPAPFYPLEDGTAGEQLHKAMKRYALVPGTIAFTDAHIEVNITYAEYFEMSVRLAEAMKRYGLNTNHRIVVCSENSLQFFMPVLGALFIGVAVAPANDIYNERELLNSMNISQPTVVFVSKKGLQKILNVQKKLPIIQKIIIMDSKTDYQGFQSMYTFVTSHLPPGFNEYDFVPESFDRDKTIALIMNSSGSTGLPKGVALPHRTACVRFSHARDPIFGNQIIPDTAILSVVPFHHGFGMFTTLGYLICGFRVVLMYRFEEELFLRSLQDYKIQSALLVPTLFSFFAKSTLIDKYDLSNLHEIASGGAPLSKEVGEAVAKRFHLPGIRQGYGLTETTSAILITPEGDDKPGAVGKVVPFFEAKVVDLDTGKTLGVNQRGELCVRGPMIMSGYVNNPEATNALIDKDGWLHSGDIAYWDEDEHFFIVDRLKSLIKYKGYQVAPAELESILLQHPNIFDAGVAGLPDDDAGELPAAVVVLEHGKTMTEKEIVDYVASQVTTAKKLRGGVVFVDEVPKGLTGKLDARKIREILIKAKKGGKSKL
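Material: Luciferase/luciferin reagent mix; Doses: test compounds dosed from 2 mM stocks in 100% DMSO; Schedule: 10 min incubation after luciferase reagent addition, room temperature; Measured by: luminescence from luciferase reaction; Read-out: luminescence gain marking luciferase activators.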
APP 5'UTR act: activators of APP 5'UTR luciferase reporter, primary screen, SH-SY5Y cells; SH-SY5Y APP 5'UTR luciferase reporter, luminescence; zero percent = DMSO vehicle wells; activation, % at 2 µM; 190,000 compounds, 1% hits; AID 1276, 2008;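 active = activation above a set limit, based on mean plus 3 SD of controls, cut at about 140% in these data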; also: values of inactives mirror those of a sister screen read the other way
FLuc inhib CS: firefly luciferase enzyme inhibitors, primary screen, artefact control for luciferase-based inhibitor screens, biochemical, luminescence, ATPLite. Luciferin 4-monooxygenase (Photinus pyralis), P08659. 10 min. inhibition, % at 10 µM. 200,000 compounds, 1.5% hits;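 active = inhibition above about 50% when tested at 10 µM, limit read from the data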
* hit, by the source's call.

The opening nine compounds, ahead of the listing:
Values run as follows: Hsp70 activator	NF-kB neuron act	Efa HMGR inh	STAT1 activator	Redox H2O2 prof	APP transl inh	G6PDH counter	FLuc stim CS	APP 5'UTR act	FLuc inhib CS
#1 Cc1c(C(=O)Nc2ccc(C(=O)O)cc2)cnn1C
 : -0.3	0.98	2	95	1.5	8	2	1.1	-8	-7
#2 CC(=O)NC1C(Oc2ccccc2C)OC(CO)C(O)C1O (centres undefined)
 : 0.0	1.4	-2	99	0.0	8	13	1	-8	-5
#3 COc1ccc(C(=O)NCc2nnc(SCC(=O)N3CCc4ccccc43)n2Cc2ccccc2)cc1
 : -0.4	0.98	-1	93	0.1	6	-8	1	-6	0
#4 Cc1c(N2C(=O)CS/C2=N\N=C\c2ccc(Br)cc2)c(=O)n(-c2ccccc2)n1C
 : -0.3	1.1	1	105	5.3	15	6	1	-15	3
#5 CCOC(=O)c1c(-n2c(C)cc(C=O)c2C)sc2c1CCCC2
 : -0.3	0.92	-2	102	-6.6	8	-1	1	-8	-2
#6 COc1ccc(-c2[nH]nc3oc(=O)cc(C)c23)cc1
 : -0.3	1.3	-4	104	-0.1	8	4	1	-8	-5
#7 Cc1cc2cc(CN(Cc3ccco3)C(=S)NCC3CCCO3)c(=O)[nH]c2cc1C (centres undefined)
 : -0.2	0.87	1	104	-0.1	-7	20	1.1	7	-6
#8 COC(=O)c1ccc(/C=N/NC(=O)CC(=O)NC(C)C)cc1
 : -0.1	1.1	1	88	-0.1	-3	2	1	3	-3
#9 O=C(NNC1OC(CO)C(O)C(O)C1O)c1cccc(Br)c1 (centres undefined)
 : -0.2	1.1	-3	110	-0.2	-24	7	1	23	2

Results, from the first entry:
Values run as follows: Hsp70 activator	NF-kB neuron act	Efa HMGR inh	STAT1 activator	Redox H2O2 prof	APP transl inh	G6PDH counter	FLuc stim CS	APP 5'UTR act	FLuc inhib CS
#1 Cc1c(C(=O)Nc2ccc(C(=O)O)cc2)cnn1C
 : -0.3	0.98	2	95	1.5	8	2	1.1	-8	-7
#2 CC(=O)NC1C(Oc2ccccc2C)OC(CO)C(O)C1O (centres undefined)
 : 0.0	1.4	-2	99	0.0	8	13	1	-8	-5
#3 COc1ccc(C(=O)NCc2nnc(SCC(=O)N3CCc4ccccc43)n2Cc2ccccc2)cc1
 : -0.4	0.98	-1	93	0.1	6	-8	1	-6	0
#4 Cc1c(N2C(=O)CS/C2=N\N=C\c2ccc(Br)cc2)c(=O)n(-c2ccccc2)n1C
 : -0.3	1.1	1	105	5.3	15	6	1	-15	3
#5 CCOC(=O)c1c(-n2c(C)cc(C=O)c2C)sc2c1CCCC2
 : -0.3	0.92	-2	102	-6.6	8	-1	1	-8	-2
#6 COc1ccc(-c2[nH]nc3oc(=O)cc(C)c23)cc1
 : -0.3	1.3	-4	104	-0.1	8	4	1	-8	-5
#7 Cc1cc2cc(CN(Cc3ccco3)C(=S)NCC3CCCO3)c(=O)[nH]c2cc1C (centres undefined)
 : -0.2	0.87	1	104	-0.1	-7	20	1.1	7	-6
#8 COC(=O)c1ccc(/C=N/NC(=O)CC(=O)NC(C)C)cc1
 : -0.1	1.1	1	88	-0.1	-3	2	1	3	-3
#9 O=C(NNC1OC(CO)C(O)C(O)C1O)c1cccc(Br)c1 (centres undefined)
 : -0.2	1.1	-3	110	-0.2	-24	7	1	23	2
#10 CCCCOc1ccc(/C(O)=C2/C(=O)C(=O)N(Cc3cccnc3)C2c2ccncc2)c(C)c1 (centres undefined)
 : -0.2	1.2	-1	100	-0.1	-2	10	1	2	-4
#11 CC(C)C(=O)Nc1cc(S(=O)(=O)Nc2cccc(Cl)c2)ccc1Cl
 : -0.2	0.83	-9	95	0.2	-5	-10	1.1	5	-6
#12 Cc1cccc(-c2nc3ccccc3c(=O)n2NC(=O)c2ccc([N+](=O)[O-])c(C)c2)c1
 : -0.2	1.1	-5	103	0.4	-6	4	1	6	0
#13 NS(=O)(=O)c1cccnc1Nc1c(Cl)cccc1Cl
 : -0.1	0.83	0	87	-0.1	0	3	1.1	0	-5
#14 Cc1ccccc1CS(=O)(=O)Cc1ccc(C(=O)NCc2ccccn2)o1
 : -0.1	0.91	-1	89	0.0	-11	6	1	11	-4
#15 Cc1nn(-c2ccccc2)c(C)c1P(=O)(c1ccccc1)N(C)C (centres undefined)
 : 0.0	1	-4	98	1.0	12	-2	1.1	-12	-6
#16 Cc1c(C(=O)Nc2ccc(Cl)cc2)c2ccccn2c1C(=O)c1ccc(F)cc1
 : -0.4	0.99	-2	102	0.6	24	4	1	-24	-4
#17 O=C(OCn1nnc2ccccc2c1=O)c1cccs1
 : -0.2	1	-11	98	-0.6	-4	9	1.1	4	-8
#18 O=C(COc1ccc(S(=O)(=O)NC2CCCCC2)cc1)NCc1cccnc1
 : -0.2	1.1	-1	96	0.1	-7	-2	1	7	-5
#19 Cc1nn(Cc2ccc(Br)cc2)c(C)c1NC(=O)c1nn(C)cc1Cl
 : 0.0	1.2	-1	97	0.7	-21	5	1	21	4
#20 CCOC(=O)N1N=C(C)CC1(O)c1ccccc1 (centres undefined)
 : -0.2	1.1	-5	107	-1.0	1	-5	1	-1	-3
#21 CC(C)COc1ccc(C2NC(=O)NC2=O)cc1 (centres undefined)
 : -0.1	1.2	-1	101	0.9	11	27	1	-11	-4
#22 CCOC(=O)c1cc(=O)n(-c2ccc(Cl)cc2C)[nH]1
 : -0.1	1.1	-4	102	-0.1	8	0	1	-7	-4
#23 Cc1cc(N2CCN(c3ccccn3)CC2)n2c(nc3ccccc32)c1C#N
 : 0.3	0.74	1	99	-0.6	0	3	1.1	0	-7
#24 Cc1ccccc1C(=O)O/N=C(\N)c1ccncc1
 : -0.1	1.9	0	133*	0.1	-37	1	0.3	37	69*
#25 O=C(C1CCN(C2CC(=O)N(c3cccc(Cl)c3)C2=O)CC1)N1CCCCCC1 (centres undefined)
 : -0.3	1.2	-2	99	-0.8	0	-3	1.1	0	-6
#26 COc1ccc(N(C(=O)c2cc3ccccc3oc2=O)C2C=CS(=O)(=O)C2)cc1 (centres undefined)
 : -0.1	1.1	-4	87	-0.2	19	5	1	-19	-4
#27 CC1CCN(C(=O)c2ccc(S(=O)(=O)Cc3cccc(F)c3)c([N+](=O)[O-])c2)CC1
 : -0.3	0.9	-3	99	-0.4	8	12	1.1	-8	-8
#28 Cc1c(Cc2ccccc2)c(=O)oc2cc(OCc3nn[nH]n3)ccc12
 : -0.5	1	-8	102	2.3	-13	3	1	13	0
#29 CC(=O)c1cnc(-c2cccc(Cl)c2)s1
 : 0.1	1.6	-7	122	-0.5	-36	2	1.1	37	-6
#30 COCCn1cc(C(=O)c2cc(Br)ccc2O)cc(C#N)c1=O
 : -0.1	1.4	-3	89	-0.2	6	3	1	-6	-3
#31 CC(C)c1ccccc1OCC(=O)NN1C(=O)c2ccccc2C1=O
 : 0.2	1.3	-3	100	0.0	-12	15	1.1	12	-5
#32 CCCc1cc(NCCCN2CCOCC2)n2c(nc3ccccc32)c1C#N
 : -0.6	0.79	-3	91	1.5	2	24	1	-2	2
#33 CC(=O)Nc1ccc(NC(=O)C(Cc2ccccc2)NC(=O)C2CCC(C)CC2)cc1 (centres undefined)
 : 0.0	1.2	-1	99	-0.1	-5	-7	1.1	5	-7
#34 O=C(c1cnccn1)N1CCc2ccccc2C1
 : 0.0	1	3	103	-0.2	-11	2	1.1	11	-5
#35 O=[N+]([O-])c1ccc(/C=N/NS(=O)(=O)c2ccc(Cl)cc2)o1
 : -0.1	1.2	-1	94	-0.6	-5	13	1	5	-4
#36 O=[N+]([O-])c1cc(S(=O)(=O)Nc2ccccc2)ccc1N1CCN(c2ccc(O)cc2)CC1
 : -0.4	1.7	-2	95	-0.3	16	5	1	-16	-1
#37 N#CCC(=O)N/N=C/c1ccc(SCC(=O)Nc2ccccc2)o1
 : 1.1	1.3	-4	108	-1.0	-7	1	1	7	-4
#38 O=C(OCCN=C1NS(=O)(=O)c2ccccc21)C1CC(=O)N(c2ccc3ccccc3c2)C1 (centres undefined)
 : 0.1	1.2	-3	96	0.2	-13	8	1	13	-2
#39 Cc1ccc(SC(=O)COc2ccc(C)c(C)c2)cc1
 : 0.0	1.2	-15	102	-4.2	2	6	1	-2	-4
#40 CCNc1nc(SC(C)C(=O)OC)nc(N2CCOCC2)n1 (centres undefined)
 : 0.1	1.1	-4	102	0.7	7	19	1	-7	1
#41 NC(=O)CN1CCN(c2nc(-c3ccc(F)cc3)cs2)CC1
 : -0.2	1.2	-1	97	1.1	-4	5	1	4	0
#42 O=[N+]([O-])c1cc(Cl)cc(/C=N\Nc2ccccn2)c1O
 : -0.1	0.67	-5	102	-1.8	9	38	1	-9	2
#43 c1ccc(-n2c(SCC3CCCCO3)nnc2-c2cccs2)cc1 (centres undefined)
 : -0.2	0.91	2	92	-0.2	2	2	1	-2	-4
#44 CC1(NC(=S)NCCO)CCS(=O)(=O)C1 (centres undefined)
 : 0.0	1.1	-5	110	0.4	-22	-5	1.1	22	-5
#45 COc1ccc(-c2cc(C(F)(F)F)nc(N)n2)cc1
 : 0.2	1.3	-10	120	0.7	0	9	1	0	1
